CHRM1 antagonist: human M1 muscarinic receptor antagonists, primary screen, CHO-K1 cells, Fluo-8 calcium fluorescence, 1536-well; Muscarinic acetylcholine receptor M1 (Homo sapiens), P11229; CHO-K1 hM1, ACh EC80 antagonist; inhibition, % at 3 µM; 360,000 compounds, 1.3% hits;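 active = percent inhibition above its own plate's cutoff, namely the mean of that plate's compound wells plus 3 SD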;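 note: peak over basal fluorescence ratio during 140 s after agonist addition; 0% = ACh EC80 plus DMSO and 100% = DMSO alone without agonist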
Target sequence (P11229 whole entry, looked up): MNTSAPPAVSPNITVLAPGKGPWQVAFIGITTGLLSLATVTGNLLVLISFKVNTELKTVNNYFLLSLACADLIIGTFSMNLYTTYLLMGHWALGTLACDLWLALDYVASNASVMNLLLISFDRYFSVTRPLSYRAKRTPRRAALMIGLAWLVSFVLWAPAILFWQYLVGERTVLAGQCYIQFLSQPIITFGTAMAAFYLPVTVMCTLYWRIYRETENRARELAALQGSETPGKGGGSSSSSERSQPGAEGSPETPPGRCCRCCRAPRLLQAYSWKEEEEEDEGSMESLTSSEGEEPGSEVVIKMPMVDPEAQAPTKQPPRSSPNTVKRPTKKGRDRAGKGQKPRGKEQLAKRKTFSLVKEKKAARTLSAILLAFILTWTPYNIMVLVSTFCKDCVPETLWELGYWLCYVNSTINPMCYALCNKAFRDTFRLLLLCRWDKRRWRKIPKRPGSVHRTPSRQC
CHO-K1 Ca PAM: nonselective calcium activators in parental CHO-K1 cells, primary screen, counter-screen for M1 PAM project, cell-based, Fluo-8 calcium fluorescence, full deck, 1536-well; ATP EC20; 0% at ATP EC20, 100% at ATP max; activation, % at 3 µM; 360,000 compounds, 0.02% hits; AID 602247, 2012;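 active = activation above the run cutoff, the mean activation of all test compounds plus 3 SD, cut at about 40% in these data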;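 note: peak over basal fluorescence ratio in a 140 s read after ATP addition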
CHO-K1 Ca ag: counter-screen for M1 agonists: effect in parental CHO-K1 cells; Fluo-8 calcium fluorescence; scaled to maximal ATP response, vehicle zero; activation, % at 3 µM; 360,000 compounds, 0.48% hits; AID 602248, 2012; in the data active = activation above about 15%;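 note: untransfected CHO-K1 host cells lacking M1 receptor as counterscreen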
CHO-K1 Ca antag: M1 antagonist counterscreen hit in parental CHO-K1 cells | AID 602250 | inhibition, % at 3 µM | ATP-induced calcium, Fluo-8 fluorescence | 360,000 compounds, 0.6% hits;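 active = inhibition above a per-plate cutoff, the plate's mean sample inhibition plus 3 SD, cut at about 24% in these data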;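 note: 0% = DMSO plus EC80 ATP and 100% = DMSO alone without ATP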
CHO parental Ca: ATP-evoked calcium signal inhibitors, parental CHO, primary screen, counter-screen for OX1R antagonist project, cell-based, fluorescence, Fluo-8 calcium dye; parental CHO-K1, ATP-induced calcium, Fluo-8 fluorescence; inhibition, % at 5.6 µM; 330,000 compounds, 0.63% hits; AID 463079, 2010;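 active = inhibition above that plate's mean sample inhibition plus 3 SD, cut at about 26% in these data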;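 note: 0% = ATP-challenged DMSO wells and 100% = DMSO wells without ATP; some compounds past the cut are filed as inactive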
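test system = CHO parental line | reagent = ATP stimulus | measured by = intracellular calcium via Fluo-8 no-wash fluorescent dye | control set = ATP and no-ATP DMSO wells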
CHRM1 PAM: human M1 muscarinic receptor positive allosteric modulators, primary screen, CHO-K1 cells, Fluo-8 calcium fluorescence, 1536-well. 360,000 compounds, 0.088% hits. activation, % at 3 µM. CHO-K1 hM1, ACh EC20; 0% = ACh EC20, 100% = maximal ACh. AID 588819, 2011; in the data active = activation above about 19%, passing the limit was not always enough
TAAR1 antagonist: human TAAR1 antagonists, primary screen, Fluo-8 calcium fluorescence, CHO RD-HGA16 cells; Trace amine-associated receptor 1 (Homo sapiens), Q96RJ0; antagonist; inhibition, % at 3 µM; 360,000 compounds, 1.5% hits;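 active = inhibition above a per-plate cutoff, the mean inhibition of test compounds on that plate plus 3 SD, cut at about 49% in these data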;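 note: 0% = DMSO plus EC80 beta-PEA response and 100% = DMSO alone without agonist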
Target sequence (Q96RJ0 whole entry, looked up): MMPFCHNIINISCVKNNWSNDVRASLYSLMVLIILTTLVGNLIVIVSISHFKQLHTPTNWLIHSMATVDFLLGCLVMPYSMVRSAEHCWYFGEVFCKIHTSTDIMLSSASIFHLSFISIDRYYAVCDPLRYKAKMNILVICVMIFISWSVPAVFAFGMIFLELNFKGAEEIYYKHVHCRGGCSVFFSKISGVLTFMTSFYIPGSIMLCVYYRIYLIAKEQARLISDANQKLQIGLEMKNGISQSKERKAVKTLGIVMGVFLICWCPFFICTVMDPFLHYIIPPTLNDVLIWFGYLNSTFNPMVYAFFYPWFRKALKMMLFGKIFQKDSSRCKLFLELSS
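Assay system: CHO-derived RD-HGA16 cells stably expressing human TAAR1 plus Gα16. Timing: 140 s kinetic read after compound, 140 s after agonist. Technique: kinetic Fluo-8 calcium fluorescence measurement. Measure: % inhibition of agonist calcium response.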
CHRM1 agonist: human M1 muscarinic receptor agonists, primary screen, Fluo-8 calcium fluorescence, CHO-K1 cells, HTS | Muscarinic acetylcholine receptor M1 (Homo sapiens), P11229 | CHO-K1 hM1, agonist mode; 0% DMSO, 100% acetylcholine EC100 | activation, % at 3 µM | 360,000 compounds, 0.33% hits;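 active = activation above the run's mean compound activation plus 3 SD, cut at about 16% in these data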;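 note: peak over basal fluorescence ratio within a 140 s kinetic read after compound addition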
TAAR1 ag: human TAAR1 agonists, primary screen, Fluo-8 calcium fluorescence, CHO RD-HGA16 cells; Trace amine-associated receptor 1 (Homo sapiens), Q96RJ0; vehicle wells 0%, saturating PEA agonist 100%; activation, % at 3 µM; 360,000 compounds, 0.99% hits; AID 624467, 2012;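 active = activation above the mean activation of all test compounds in the run plus 3 SD, cut at about 38% in these data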
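Repeats: no replicates (n 1) | Material: CHO-derived RD-HGA16 cells with stable Gα16 and human TAAR1 | Technique: Kinetic Fluo-8 calcium fluorescence | Schedule: 17-24 h seeding, 75 min 37 °C dye, 30 min RT | Evaluation: % activation from peak over basal fluorescence ratio, DMSO-to-PEA scaled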
The depositor's hits bear a star; x = not tested or not shown.

Each structure is followed by: CHO-K1 Ca ag, CHRM1 antagonist, CHO-K1 Ca PAM, CHRM1 agonist, TAAR1 ag, CHO-K1 Ca antag, CHRM1 PAM, TAAR1 antagonist, CHO parental Ca
1. CCCCc1nnc(NC(=O)COC)s1
  0.9, -9, 17, -5, 20, -15, 10, -15, -8
2. Clc1cccc(OCCn2ccnc2)c1
  0.7, 7, 9, -7, 4, -7, -7, 0, 2
3. CCN(CC)c1ccc(/C=N/n2nnnc2N)c(O)c1
  0.0, -4, -9, -6, 8, 16, 1, 20, -1
4. CCCOc1c(OC)cc(Cl)cc1C1NC(=O)NC(C)=C1C(=O)NCc1ccccc1 (stereo not given)
  0.3, -9, 0, -3, 7, -38, 10, 7, -16
5. Cn1cnc([N+](=O)[O-])c1S(=O)(=O)Nc1ccccc1
  1.3, -5, -23, -3, 1, 11, 2, -12, x
6. CCOc1cccc(C(=O)Nc2ccc(N3CCN(S(C)(=O)=O)CC3)cc2)c1
  0.3, -10, 5, -2, 3, -2, 4, 6, 0
7. COc1ccc(NC(=O)Cn2cnc3sc(C)c(S(=O)(=O)N4CCOCC4)c3c2=O)cc1Cl
  -0.2, 0, 9, -5, -1, -13, 2, -22, -13
8. Cc1c(Cl)cccc1NC(=S)Nc1ccc(S(=O)(=O)Nc2ncccn2)cc1
  0.8, -3, 8, 0, 1, -8, 10, 5, -8
9. Cc1ccc(-n2c(=O)cc(N3CCN(C(=O)c4ccco4)CC3)[nH]c2=O)cc1
  0.0, 5, -1, 0, 2, 2, 0, -14, 0
10. O=Nc1c2cc(-c3ccccc3)[nH]nc-2c2ccccc12
  2.6, -2, 22, -1, 5, -18, 1, 20, x
11. [S-]C(=Nc1ccc(Cl)cc1)N[n+]1ccccc1
  0.9, 0, -1, -4, 1, -1, -1, 2, -4
12. O=C(Cn1cc(SCc2ccc(F)cc2)c2ccccc21)N1CCOCC1
  2.3, -2, 14, -7, 1, -11, 1, -14, -19
13. NNC(=S)NCc1cccnc1
  0.6, 2, 25, -4, -1, -8, -6, 2, -10
14. CCOC(=O)CN1C(=O)/C(=C/c2ccc(Cl)cc2)Oc2ccccc21
  2.5, -14, 14, -6, 7, -17, 14, -17, -13
15. COc1ccc(C)cc1S(=O)(=O)N(CC(=O)N1CCOCC1)Cc1ccccc1
  0.7, -7, 13, -5, 16, -7, 4, -15, -8
16. O=C1C=C(c2ccc(O)cc2)C[C@@H](c2ccc3c(c2)OCO3)C1
  0.8, 9, 16, 1, 16, -10, -2, 39, -6
17. Cc1ccccc1CN1C[C@@H]2C[C@@H](c3cnc(N4CCOCC4)s3)N3CCC[C@@]23C1=O
  0.2, -4, -10, -8, 6, 5, 13, -12, -19
18. CCc1ccc(NC(=O)C(=O)c2cn(CC(=O)N3CCCCC3)c3ccccc23)cc1
  1.6, 13, -8, -5, 1, -1, 20, 11, -16
19. CNc1cc(CSC)nc(SCc2ccc(Cl)c(Cl)c2)n1
  0.6, -9, 16, 2, 2, -32, 5, 13, -17
20. CCN(CC)S(=O)(=O)c1ccc2[nH]c(=O)cc(C(=O)Nc3ccccc3N3CCCC3)c2c1
  0.0, -18, -15, -2, 26, -6, 9, -17, -8
21. COc1ccc(Cl)cc1NC(=O)NCCN1CCNC1=O
  0.5, 8, -15, -3, 3, 7, 2, -15, -10
22. CCCCN(CC)Cc1ccc(CNC(=O)Nc2ccccc2)o1
  4.8, -3, 22, -7, 9, -16, 5, 15, -12
23. CCc1nc2ccc(Cc3ccc4nc(CC)[nH]c4c3)cc2[nH]1
  -0.1, -3, 12, -8, 2, -11, 2, -14, 4
24. CCCn1c(-c2cccs2)nc2ccccc21
  -0.3, 1, 12, -4, 2, -6, 7, -4, -21
25. CC(C)c1ccc(CN2CC(C(=O)Nc3ccccc3)CC2=O)cc1 (stereo not given)
  2.8, -11, 23, -4, 3, -9, 13, 6, -6
26. CC(=O)Nc1ccc(NC(=O)CSc2nnc(-c3cc4ccccc4o3)n2C)cc1
  1.1, -3, 11, -5, -3, -6, 5, -9, -13
27. O=[N+]([O-])c1cc(-c2csc(NCCc3nc4cc(C(F)(F)F)ccc4n3CCCO)n2)ccc1Cl
  2.0, -3, 7, -3, 1, -19, 0, 4, -6
28. COc1c(/C=N/NC(=O)c2ccncc2)c(CCN(C)C(C)=O)cc2c1OCO2
  0.8, -4, 8, 0, 1, -10, 4, 0, -19
29. Cc1cccc(/C=N/n2c(-c3ccccc3)n[nH]c2=S)c1O
  -0.1, -17, -15, 3, 0, 0, 14, -9, -4
30. CCN1CCN(C(=O)CNC(=O)c2nn(-c3ccc(OC)cc3)c(=O)c3ccccc23)CC1
  1.1, -6, 7, -9, 3, -8, 6, -4, -18

Rewritten with each value named: entries from further up.
#15 COc1ccc(C)cc1S(=O)(=O)N(CC(=O)N1CCOCC1)Cc1ccccc1
- CHO-K1 Ca ag: 0.7
- CHRM1 antagonist: -7
- CHO-K1 Ca PAM: 13
- CHRM1 agonist: -5
- TAAR1 ag: 16
- CHO-K1 Ca antag: -7
- CHRM1 PAM: 4
- TAAR1 antagonist: -15
- CHO parental Ca: -8

#24 CCCn1c(-c2cccs2)nc2ccccc21
- CHO-K1 Ca ag: -0.3
- CHRM1 antagonist: 1
- CHO-K1 Ca PAM: 12
- CHRM1 agonist: -4
- TAAR1 ag: 2
- CHO-K1 Ca antag: -6
- CHRM1 PAM: 7
- TAAR1 antagonist: -4
- CHO parental Ca: -21

Remaining list, next part
Each structure is followed by: CHO-K1 Ca ag, CHRM1 antagonist, CHO-K1 Ca PAM, CHRM1 agonist, TAAR1 ag, CHO-K1 Ca antag, CHRM1 PAM, TAAR1 antagonist, CHO parental Ca
31. COc1ccc(C(CNC(=O)c2cccc(S(=O)(=O)N3CCc4ccccc43)c2)N(C)C)cc1 (stereo not given)
  2.2, 12, 14, -5, 3, -16, -15, 9, -24
32. COC(=O)c1ccc(Cn2c(C)c(C(=O)NCc3cccc(C(F)(F)F)c3)sc2=O)o1
  3.0, -8, 10, -4, 3, -5, 2, 24, x
33. CCC(C)(C)C1CCC2(CC1)NC(=O)N(CC(=O)N(C)CCOc1ccc(Cl)cc1)C2=O (stereo not given)
  1.7, -11, 4, -2, 3, 2, 4, -10, x
34. CCOc1ccc(-n2cnnn2)cc1S(=O)(=O)N1CCCCC1
  -0.2, -5, 5, -6, -3, -19, 3, -10, 6
35. CC1Cc2ccccc2N1C(=O)COC(=O)c1ccco1 (stereo not given)
  -0.1, -4, 3, 0, 6, 7, 8, -16, x
36. CCOc1ccccc1NC(=O)CCNC(=O)N1CC(=O)Nc2ccccc21
  4.4, -13, 17, -3, 1, -5, 7, -9, x
37. CCN(CC(=O)NCc1ccc(Cl)cc1)C(=O)/C=C/c1ccco1
  -0.7, 2, -4, -8, -1, -5, 1, -7, -6
38. O=C(Nc1ccccc1N1CCCCC1)c1ccc(OC(F)F)cc1
  -0.3, -2, 13, -9, -3, -24, 0, -5, -34
39. Cc1noc(C)c1NC(=O)N(C)C[C@@H]1Oc2ncc(Br)cc2C(=O)N([C@H](C)CO)C[C@@H]1C
  0.2, -11, 18, -3, 1, -5, 3, -11, x
40. COC(=O)c1ccc(NS(=O)(=O)N(C)C)cc1
  -0.1, -12, 14, -3, 1, -9, 10, 0, -1
41. Cc1ccc(S(=O)(=O)NNC(=O)Nc2ccc(C)c(C)c2)c(C)c1
  2.5, -12, 6, -2, -1, -17, 11, -13, -23
42. Cn1cncc1C#Cc1ccc2c(=O)c3ccccc3oc2c1
  0.4, -9, 22, -6, 13, -17, 6, 40, 0
43. COC(=O)c1c(NC(=O)C2CC2)sc2c1CCCC2
  -0.4, 14, -8, 0, 1, 15, -7, -30, -11
44. O=C(N=C1SCC(=O)N1c1ccccc1Cl)c1ccco1
  0.8, 8, 14, -7, 15, -15, -3, 7, -12
45. CC(NC(=O)C12CC3CC(CC(C3)C1)C2)c1ccc2c(c1)OCCO2 (stereo not given)
  0.1, -16, 6, -11, 12, -12, 7, 19, -7
46. O=C(Cc1ccccc1)NCC(=O)N/N=C/c1ccc(Cl)cc1
  0.3, -6, 19, 2, 10, -13, 12, 23, -16
47. CCCc1nnc(NC(=O)CCC(=O)N2CCN(Cc3ccc(C)cc3C)CC2)s1
  9.8, 10, 7, -4, 0, 2, -9, -36, -26
48. COc1ccc(C2C(C(=O)Nc3ccc(OC)c(OC)c3)c3ccccc3C(=O)N2C)cc1 (stereo not given)
  1.8, -13, 15, -5, 4, -9, 7, -19, -3
49. CCc1ccc2c(c1)/C(=N/N(C)C(=S)NC)C(=O)N2
  0.1, -3, 15, -6, -2, -4, 8, -21, -13
50. CCc1nc2ccccc2n1Cc1ccc(F)cc1
  -0.4, 20, -15, -3, 0, 2, -3, -12, -20
51. O=C(c1cc2nc(-c3ccco3)cc(C(F)(F)F)n2n1)N1CCN(c2ccc(F)cc2)CC1
  0.8, 11, 5, -1, 3, -18, -8, 7, -18
52. COc1ccc(Nc2nnc(C)c3ccccc23)cc1C(N)=O
  0.2, -34, 15, -4, 14, 0, 11, 7, -19
53. COc1ccc(C=CC(=O)C=CC=Cc2ccccc2)cc1
  -0.1, -20, -18, 1, 2, 3, 15, -6, x
54. CCCCNC(=O)C(C)N(CCN(C)C)C(=O)CCCN1C(=O)NC(c2ccc([N+](=O)[O-])cc2)C(C(=O)OCc2ccccc2)=C1C (stereo not given)
  -0.7, 7, -3, -11, x, -8, -8, x, -24
55. Cc1sc2nc(-c3ccccc3F)oc(=O)c2c1C
  2.6, 2, 11, -5, -1, 8, 2, -22, x
56. COc1cc(OC)c2ccc(=O)oc2c1C(CC(=O)N1CCOCC1)c1ccc2c(c1)OCO2 (stereo not given)
  0.4, 9, 10, -4, 6, 0, -8, -3, -15
57. Cc1cccc2sc(NC(=O)Cn3c(C)csc3=O)nc12
  2.5, -11, -5, -4, 1, -2, 3, -8, x

Source: PubChem
